RTF Ca sens act – cardiac RTF calcium sensitization; P19429+P45379; IANBD-labeled TnC RTF fluorescence at EC20 calcium; 0% EC20 calcium, 100% full calcium; activation, % at 7.2 µM; 340,000 tested, 0.24% active;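 active = activation above the mean over all tested compounds plus 3 SD, cut at about 30% in these data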;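 also: rise in fluorescence read as greater calcium sensitivity of cardiac thin filaments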
OPRM1-OPRD1 inv – inverse agonists of human mu-delta opioid receptor heterodimerization; P35372+P41143; cell-based MOR-DOR heterodimer luminescence, inverse agonism; inhibition, % at 9.3 µM; 340,000 tested, 0.21% active; AID 504357; in the data active = inhibition above about 22%, passing the limit was not always enough;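 also: 0% = cells with DMSO and 100% = wells without cells with DMSO; values of inactives mirror those of a sister screen read the other way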
CAL PDZ FP – blocks peptide binding to the human CAL PDZ domain. Q9HD26. purified CAL PDZ, TMR-peptide fluorescence polarization, 1 h. inhibition, % at 24.9 µM. 300,000 tested, 0.92% active;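 active = mean inhibition of at least 30% with at least half of replicates also reaching 30%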;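 also: 0% = DMSO neutral control and 100% = excess unlabeled competitor peptide PRC23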
HTR5A ag ctr – counter-screen for OPRM1-OPRD1 agonists: human HTR5A agonism; activation, % at 9.3 µM; AID 504692; P47898; HTR5A agonist assay, luminescence, cell-based; 340,000 tested, 0.61% active; in the data active = activation mostly above about 9.5%, no sharp cut-off; inactive = mostly below about 7.6%;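 also: 0% = cells with vehicle only and 100% = reference agonist; strong numbers were not always called active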
Target sequence (P47898 whole entry, looked up): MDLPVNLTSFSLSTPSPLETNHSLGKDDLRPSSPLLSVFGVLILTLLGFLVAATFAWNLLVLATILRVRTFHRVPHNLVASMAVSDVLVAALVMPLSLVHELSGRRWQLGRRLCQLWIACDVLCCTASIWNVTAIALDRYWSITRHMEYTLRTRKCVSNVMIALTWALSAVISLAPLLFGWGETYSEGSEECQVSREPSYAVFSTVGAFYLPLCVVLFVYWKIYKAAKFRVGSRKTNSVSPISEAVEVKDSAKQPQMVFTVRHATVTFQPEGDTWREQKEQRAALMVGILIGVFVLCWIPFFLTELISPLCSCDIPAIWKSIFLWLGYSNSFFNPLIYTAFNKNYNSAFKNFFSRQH
Cardiac RTF inh – cardiac RTF calcium desensitization; P19429+P45379; IANBD-labeled cardiac RTF, Ca2+ fluorescence; inhibition, % at 7.15 µM; 340,000 tested, 0.12% active;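 active = inhibition above the mean inhibition of all tested compounds plus 3 SD, cut at about 17% in these data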;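 also: assay run at fixed EC70 calcium of 1.6 mM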
Keap1-Nrf2 PPI – inhibitors of human Keap1-Nrf2 protein-protein interaction; Keap1 Kelch-Nrf2 peptide fluorescence polarization, 1536-well; inhibition, % at 9.4 µM; Q14145; 340,000 tested, 0.15% active; AID 504523; in the data active = inhibition above about 12%;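 also: human Keap1 Kelch domain with fluorescein labeled Nrf2 9mer peptide probe; 0% = neutral control wells and 100% = peptide positive control; higher means more block of Keap1 binding to Nrf2 peptide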
Target sequence (Q14145 whole entry, looked up, the tested form may be a part): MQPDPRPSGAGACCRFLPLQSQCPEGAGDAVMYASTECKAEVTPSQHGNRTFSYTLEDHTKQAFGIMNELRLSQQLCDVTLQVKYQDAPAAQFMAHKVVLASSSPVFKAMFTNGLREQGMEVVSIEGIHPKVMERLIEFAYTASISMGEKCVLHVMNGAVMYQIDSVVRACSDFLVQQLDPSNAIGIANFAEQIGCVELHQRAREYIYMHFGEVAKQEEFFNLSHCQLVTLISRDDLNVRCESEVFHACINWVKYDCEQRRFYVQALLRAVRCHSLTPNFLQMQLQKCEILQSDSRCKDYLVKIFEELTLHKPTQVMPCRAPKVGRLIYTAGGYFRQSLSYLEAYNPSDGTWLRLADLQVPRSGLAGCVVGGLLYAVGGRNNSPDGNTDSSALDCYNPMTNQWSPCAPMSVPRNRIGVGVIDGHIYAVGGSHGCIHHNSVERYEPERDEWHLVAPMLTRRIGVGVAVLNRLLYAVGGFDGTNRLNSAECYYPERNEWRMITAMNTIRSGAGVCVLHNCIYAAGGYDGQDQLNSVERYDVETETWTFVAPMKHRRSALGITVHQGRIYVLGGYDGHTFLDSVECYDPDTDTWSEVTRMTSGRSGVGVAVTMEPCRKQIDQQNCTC
HTR5A inv ag – counter-screen for OPRM1-OPRD1 inverse agonists: human HTR5A inverse agonism; P47898; HTR5A cell line, luminescence; inhibition, % at 9.3 µM; 340,000 tested, 0.083% active; AID 504634; in the data active = inhibition mostly above about 23%, no sharp cut-off; inactive = mostly below about 18%;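 also: 0% = cells with DMSO and 100% = no-cell wells with DMSO; some compounds called inactive have numbers as strong as hits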
C-LANA FP – blocks KSHV LANA C-terminal domain binding to DNA. inhibition, % at 9 µM. 340,000 tested, 0.078% active. MBP-C-LANA/FAM-LBS DNA binding, fluorescence polarization;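 active = highest replicate inhibition at or above 60% at 9 µM, even if other replicates fall short; inactive = all replicates below 60% inhibition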;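 also: 0% = neutral control wells and 100% = 4 µM acridine orange control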
V-ATPase pHluor – regulators of yeast V-ATPase proton transport; 350,000 tested, 0.37% active; S. cerevisiae, pHLuorin cytosolic pH fluorescence; AID 504577; response, % at 10 µM; in the data active = response mostly above about 7.3%, no sharp cut-off; inactive = mostly below about 5.4%; also: actives read high; inactives centre near 0; some compounds called inactive have numbers as strong as hits; reference of the scale not given here
MOR-DOR ag – agonists of human mu-delta opioid receptor heterodimerization; cells, OPRM1-OPRD1 heterodimerization, luminescence; activation, % at 9.3 µM; 340,000 tested, 0.3% active; AID 504326; in the data active = activation above about 18%;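 also: 0% = vehicle-treated cells and 100% = reference agonist; values of inactives mirror those of a sister screen read the other way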
Starred values were filed as active, the others as inactive; . = no result given.

molecule,RTF Ca sens act,OPRM1-OPRD1 inv,CAL PDZ FP,HTR5A ag ctr,Cardiac RTF inh,Keap1-Nrf2 PPI,HTR5A inv ag,C-LANA FP,V-ATPase pHluor,MOR-DOR ag
COc1ccc(S(=O)(=O)N2CCC(C)CC2)cc1N(C)S(=O)(=O)c1ccccc1,-1,0,0,0,-5,-2,-13,-2.0,0,0.0
CC1CCN(C(=O)COC(=O)c2ccccc2NC(=O)c2ccco2)CC1,-2,-4,-6,-2,0,6,-30,0.2,3,0.8
O=[N+]([O-])c1ccc(OCc2n[nH]c(=S)n2-c2ccccc2)cc1,5,0,-2,-4,-13,-4,13,1.6,-3,0.0
COc1ccc(C2C(C(N)=O)=C(C)Nc3ncnn32)cc1 (configuration not stated),4,-5,-4,1,-11,-2,3,2.8,1,1.0
CCNCC(=O)Nc1c(C)cccc1C,2,11,14,3,3,0,-12,-0.4,2,-2.1
C/C(Nc1ccc(F)cc1)=C(/C#N)C(N)=O,-3,19,0,1,-10,-2,-11,-2.4,-3,-3.7
COc1nnc(-c2ccc(C(=O)N3C[C@@H]4C[C@H](C3)c3cccc(=O)n3C4)cc2)c2ccccc12,10,25,-3,9,-17,0,-22,1.5,-1,-4.5
COc1ccc(Nc2nc(-c3ccccc3)nc3ccccc23)cc1,0,-37,-4,1,3,-1,-2,0.0,-1,8.3
O=C(c1cccc(F)c1)N(Cc1nc2ccccc2c(=O)[nH]1)C1CCCC1,8,8,1,-2,-4,-3,-7,-0.5,-2,-1.6
CCOC(=O)c1ccc(-c2cccc(C(F)(F)F)c2)nc1C,-4,-15,.,-2,0,0,-1,-1.4,0,3.2
COc1ccc(Nc2ccc(S(=O)(=O)N3CCCCC3)cc2[N+](=O)[O-])cc1OC,0,3,-1,2,10,1,6,-1.5,0,-0.5
Cc1csc(NC(=O)c2ccc3ccccc3n2)n1,-1,8,-4,-1,-1,-3,5,0.8,-3,-1.4
O=C(CCN1CCCCC1)N=Nc1c(O)[nH]c2ccccc12,-3,15,-1,0,-5,-2,1,-0.7,0,-2.5
COc1ccc(C(=O)N2CCCC2)cc1S(=O)(=O)N1CCC(C)CC1,-5,7,-2,3,5,-2,-10,0.1,0,-1.2
COc1ccc(NC(=O)CSc2ncn[nH]2)c([N+](=O)[O-])c1,-6,10,-6,0,-5,1,-13,-1.3,-1,-2.2
Cc1ccc(OCC(=O)NC2CCCC(C)C2C)c([N+](=O)[O-])n1 (configuration not stated),2,5,-2,-4,0,1,11,0.1,3,-1.2
O=C(CCn1c(=O)c2sccc2n(CC(=O)OCc2ccccc2)c1=O)NCc1ccco1,2,6,-1,2,0,1,-12,-3.4,1,-1.1
Cc1ccccc1OCC(=O)NCCCNC(=O)c1ccccn1,3,-5,-1,1,-9,-4,-2,0.1,-2,0.8
COc1cc(/C=C2\SC(=S)N(CCC(=O)Nc3ccccc3)C2=O)cc(OC)c1OC,8,4,.,0,-8,0,9,0.1,-1,-0.8
O=C1c2ccccc2C(=O)C1c1ccccc1,8,-4,-3,-5,1,-7,-27,0.7,1,0.8

2 of the compounds above, field by field.
> COc1ccc(S(=O)(=O)N2CCC(C)CC2)cc1N(C)S(=O)(=O)c1ccccc1
  RTF Ca sens act: -1; OPRM1-OPRD1 inv: 0; CAL PDZ FP: 0; HTR5A ag ctr: 0; Cardiac RTF inh: -5; Keap1-Nrf2 PPI: -2; HTR5A inv ag: -13; C-LANA FP: -2.0; V-ATPase pHluor: 0; MOR-DOR ag: 0.0

> CC1CCN(C(=O)COC(=O)c2ccccc2NC(=O)c2ccco2)CC1
  RTF Ca sens act: -2; OPRM1-OPRD1 inv: -4; CAL PDZ FP: -6; HTR5A ag ctr: -2; Cardiac RTF inh: 0; Keap1-Nrf2 PPI: 6; HTR5A inv ag: -30; C-LANA FP: 0.2; V-ATPase pHluor: 3; MOR-DOR ag: 0.8

(further entries)
molecule,RTF Ca sens act,OPRM1-OPRD1 inv,CAL PDZ FP,HTR5A ag ctr,Cardiac RTF inh,Keap1-Nrf2 PPI,HTR5A inv ag,C-LANA FP,V-ATPase pHluor,MOR-DOR ag
CCOC(=O)C1=C(C)N=C2SCCC(=O)N2C1c1cccs1 (configuration not stated),-3,9,-6,3,-3,-3,-3,-2.4,0,-2.0
CCOC(=O)NC(=O)CSc1nnc(C)s1,-2,6,-18,7,-11,-6,-3,-0.8,-2,-1.1
CSc1ccccc1NC(=O)CN(C)CC(=O)Nc1ccccc1F,0,18,-2,4,11,-2,-13,0.6,1,-3.4
COc1ccc(C(=O)CSc2n[nH]c(C)n2)cc1[N+](=O)[O-],.,.,-2,.,.,2,.,-1.5,0,.
Cc1nn(CCCC(=O)NCc2ccccc2)c(=O)c2nn(-c3ccccc3)c(C)c12,-2,15,2,2,3,-3,5,0.8,0,-3.0
CCOC(=O)COc1cc(N2C(=O)CSCC2=O)c(Cl)cc1Cl,8,-8,-1,4,12,2,-10,-0.1,-2,1.3
Cc1ccc(C(=O)NNC(=S)NC(=O)COc2ccccc2)cc1,-4,14,-1,14,-2,-3,7,0.6,10,-2.3
CCC(C(=O)NC1CCCC1)n1c(SCc2cccc(C)c2)nc2ccncc21 (configuration not stated),2,.,.,.,-6,-1,.,-0.2,-2,.
Cc1c(OCC(=O)NC(Cc2c[nH]c3ccc(O)cc23)C(=O)O)ccc2c3c(c(=O)oc12)CCC3 (configuration not stated),1,12,-5,3,6,3,-8,1.6,5,-2.3
COC(=O)CC1Oc2ccccc2N(Cc2ccccc2)C1=O (configuration not stated),0,13,8,-2,0,1,6,0.4,-1,-2.5
Cc1ccccc1NC(=O)CSCCN1C(=O)c2ccccc2C1=O,3,20,-3,-3,0,1,-6,0.2,-1,-4.3
Cc1ccc(S(=O)(=O)N2CCN(C(=O)CSc3cc(C)ccc3C)CC2)c(C)c1,0,9,0,5,-4,-1,3,-0.5,4,-1.8
O=C1CC(c2ccccc2)CC(O)=C1C=NCCN1CCNCC1 (configuration not stated),0,10,0,4,6,1,-15,1.9,-2,-1.8
CC1CN(S(=O)(=O)c2ccc(C(=O)NC3CCCCC3)cc2)CC(C)O1 (configuration not stated),-5,12,15,3,-6,0,-13,-0.1,-1,-2.8
O=S(=O)(Nc1cc(F)ccc1F)c1cccc2nsnc12,-1,11,-4,5,0,2,-18,2.4,0,-2.3
CCN(CC)c1ccc(NC(=O)C2=CC=CN3CCS(=O)(=O)N=C23)cc1,-1,19,-7,2,-6,1,-6,-0.3,2,-4.8
CSc1nc(C)c(CCOC(=O)c2cccc(Cl)c2)c(=O)[nH]1,3,12,0,0,-15,-1,9,0.2,2,-2.2
CCOC(=O)c1cccc(NC(=O)Cn2cc3c(n2)CCC(C)C3)c1 (configuration not stated),3,-12,0,8,0,-5,-21,-2.4,-2,2.5
CCOc1cc(NC(=O)c2cccs2)c(OCC)cc1NC(=O)c1cccnc1,-2,-1,.,10,2,0,13,1.4,-2,0.2
COc1ccc(CNC(=O)C2CCN(S(=O)(=O)c3cccnc3)CC2)cc1,-2,11,-3,-4,5,2,15,-1.2,-2,-2.1
C=CCn1c(SCC2CCCCO2)nc2sc(CC)cc2c1=O (configuration not stated),-1,-15,-2,4,6,0,-16,0.0,4,2.8
O=C(Nc1cc([N+](=O)[O-])ccc1O)c1cccc(NC(=O)c2ccco2)c1,-1,14,-3,-6,-3,-5,20,-1.2,4,-2.9
O=C(OC1CCCCC1=O)c1ccc(S(=O)(=O)Nc2ccccc2)cc1 (configuration not stated),-5,6,0,4,-4,2,5,-0.2,-2,-1.3
O=C(Nc1ccccc1F)c1ccc(CN2CCc3ccccc3C2)cc1,0,-3,132*,2,-5,-1,-6,-23,0,0.6
Cc1cc(C)nc(SCCn2c(N3CCOCC3)nc3c2c(=O)[nH]c(=O)n3C)n1,-3,18,-3,3,-15,-6,-7,-0.1,-2,-3.9
CCOC(=O)C1=C(N)OC(CCl)=C(C#N)C1c1ccsc1 (configuration not stated),-3,-3,1,2,3,-9,15,-0.3,-5,0.6
Cc1ccc(NC(=O)CN2C(=O)NC(C)(c3ccc(Cl)cc3)C2=O)cc1S(=O)(=O)N1CCOCC1 (configuration not stated),3,11,-3,1,-10,-1,-39,-0.2,4,-2.0
CC(SCc1cn2cc(Cl)ccc2n1)C(=O)O (configuration not stated),4,11,-6,8,-1,-1,-23,0.7,1,-1.9
CCOC(=O)CN(C)Cc1cn(C)nc1-c1ccc(Oc2ccccc2)cc1,4,-8,.,1,-12,-8,-16,-0.8,-1,1.6
CCN(CC)c1c([N+](=O)[O-])c(=O)oc2ccccc12,1,0,-5,4,0,-4,-7,3.2,4,0.0
OCCN(Cc1ccccc1)Cc1ccc(F)c(F)c1,-4,8,.,4,-8,4,-23,1.6,-5,-1.4
CCCCn1c(N)c(N(Cc2ccccc2OC)C(=O)COc2ccccc2OC)c(=O)[nH]c1=O,-2,4,-3,5,-7,-3,-15,-0.7,-1,-0.6
NC(=O)c1ccccc1NS(=O)(=O)c1ccccc1,-1,14,1,4,3,3,35,1.5,0,-2.7
CCc1ccc(NC(=O)CSc2nnc(CNC(=O)c3ccc(OC)cc3)o2)cc1,-4,20,-13,0,0,-2,1,-0.3,1,-3.9
CCN(C(=O)c1ccccc1)c1ccc([N+](=O)[O-])cc1,0,18,.,-1,-1,-5,2,0.4,1,-3.3
CC(C)Cn1c(N)c(S(=O)(=O)c2cccs2)c2nc3ccccc3nc21,-7,17,1,-8,-2,-1,38*,1.3,2,-2.9
Cc1cccc(-c2noc(CN(C(=O)CCc3ccccc3)C(C)C)n2)c1,-3,-1,-4,8,2,0,-22,-0.4,0,0.2
COCCCn1c(SCC(=O)NC(C)(C)C)nnc1-c1ccccc1,6,-10,.,6,-2,-7,-28,-1.5,7,2.0
O=C(/C=C/c1cccs1)NC1CCCC1,1,14,1,-2,3,-2,7,0.6,0,-2.6
O=C(NNC(=S)Nc1ccccc1)c1cccc(S(=O)(=O)N2CCOCC2)c1,8,5,3,4,6,-5,-12,1.0,-2,-1.0
O=C(COC(=O)c1cc2ccccc2cc1O)Nc1cccnc1Cl,11,-6,-6,4,-2,2,-12,-1.9,0,1.1
Cc1ccc(C)c(NC(=S)N2CCN(c3cccc(C(F)(F)F)c3)CC2)c1,3,-13,-2,1,2,-5,-4,0.2,0,3.0
COCC(C)(C)COS(N)(=O)=O,-1,17,-4,5,4,-3,-12,-0.1,1,-3.7
NS(=O)(=O)c1cccn1-c1ncc(C(F)(F)F)cc1Cl,9,4,-5,1,-2,-4,-24,-0.1,-3,-0.7
CC1CN(C2CC(C)(C)NC(C)(C)C2)CCC1=O (configuration not stated),9,3,0,3,-7,3,9,2.9,-2,-0.6
Cc1[nH]c(=O)[nH]c(=O)c1/C=N/NC(=O)[C@@H](NC(=O)OC(C)(C)C)C(C)C,-12,-20,-3,1,8,-3,-8,-1.0,0,3.5
Cc1cccc(COc2ccc(/C(O)=C3\C(=O)C(=O)N(CCN(C)C)C3c3ccncc3)cc2)c1 (configuration not stated),-1,-1,.,-1,-8,-2,5,0.8,-1,0.2
CCN(CC)S(=O)(=O)c1ccc(C)c(NC(=O)CN(C)C)c1,1,-6,-7,-1,-6,-2,3,0.4,-3,0.9
CCOc1ccc(NC(=O)C(CC(=O)O)Cc2ccc(C)cc2)cc1 (configuration not stated),3,13,.,-2,-3,8,15,1.1,-1,-2.5

Assay outcomes (PubChem BioAssay)
